EBNA-1 inhibitor: EBNA-1 DNA-binding inhibitors, primary screen, biochemical, fluorescence polarization | inhibition, % at 14.8 µM | AID 1950, 2009 | 0.34% of 300,000 active; in the data active = inhibition above about 28%
PREPL inh: PREPL enzyme inhibitors, primary screen, biochemical, fluorescence polarization; inhibition, % at 5.96 µM; recombinant PREPL, fluorescence polarization activity-based probe; Prolyl endopeptidase-like (Homo sapiens), Q4J6C6; 0.68% of 320,000 active; AID 2751, 2010; in the data active = inhibition above about 43%;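 note: 0% = enzyme with DMSO and 100% = wells lacking enzyme; many of its hits are not listed in these tables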
ZTA counter: counter-screen for EBNA-1 inhibitors: inhibitors of Epstein-Barr virus ZTA. P03206. ZTA-DNA binding, fluorescence polarization. inhibition, % at 11 µM. 0.15% of 320,000 active. AID 2234; in the data active = inhibition above about 33%
PAFAH1B3 inh: PAFAH1B3 enzyme inhibitors, primary screen, biochemical, fluorescence polarization, human. 0.28% of 340,000 active. AID 492972, 2010. recombinant PAFAH1B3, FP-rhodamine probe. inhibition, % at 3.39 µM;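 active = inhibition above the screen-wide average of all tested compounds plus 3 SD, cut at about 25% in these data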;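 note: 0% = enzyme with DMSO only and 100% = wells lacking PAFAH1B3 protein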
pPAFAH FP inh: pPAFAH enzyme inhibitors, primary screen, biochemical, fluorescence polarization, human; 1.5% of 330,000 active; recombinant pPAFAH, FP-rhodamine probe fluorescence polarization; inhibition, % at 3.39 µM;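 active = inhibition above the mean inhibition across the screen plus 3 SD, cut at about 25% in these data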;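 note: inhibitors block binding of the rhodamine activity-based probe so polarization drops; 0% = enzyme with DMSO and 100% = wells lacking pPAFAH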
Target sequence (Q13093 whole entry, looked up): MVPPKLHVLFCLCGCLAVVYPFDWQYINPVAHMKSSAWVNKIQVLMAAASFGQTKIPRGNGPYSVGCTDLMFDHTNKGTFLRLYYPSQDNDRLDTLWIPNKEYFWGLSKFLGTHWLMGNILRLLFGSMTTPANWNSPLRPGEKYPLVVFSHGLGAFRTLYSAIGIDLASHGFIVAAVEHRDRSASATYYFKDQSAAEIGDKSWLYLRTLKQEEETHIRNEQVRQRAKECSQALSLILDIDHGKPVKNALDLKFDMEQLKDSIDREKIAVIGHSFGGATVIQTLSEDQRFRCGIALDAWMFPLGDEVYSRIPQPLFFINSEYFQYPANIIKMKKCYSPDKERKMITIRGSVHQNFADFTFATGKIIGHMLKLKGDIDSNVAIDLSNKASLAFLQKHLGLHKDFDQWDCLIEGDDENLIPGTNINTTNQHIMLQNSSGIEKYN
LYPLA2 inh: LYPLA2 inhibitors, primary screen, counter-screen for PME1 inhibitor project, biochemical, fluorescence polarization, FP-Rh probe ABPP. Acyl-protein thioesterase 2 (Homo sapiens), O95372. recombinant LYPLA2. inhibition, % at 5.9 µM. 0.38% of 320,000 active. AID 2177, 2009;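 active = inhibition above the screen-wide mean plus 3 SD, limit set per campaign, cut at about 26% in these data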;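 note: 0% = LYPLA2 with DMSO and 100% = wells lacking LYPLA2 enzyme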
Target sequence (O95372 whole entry, looked up): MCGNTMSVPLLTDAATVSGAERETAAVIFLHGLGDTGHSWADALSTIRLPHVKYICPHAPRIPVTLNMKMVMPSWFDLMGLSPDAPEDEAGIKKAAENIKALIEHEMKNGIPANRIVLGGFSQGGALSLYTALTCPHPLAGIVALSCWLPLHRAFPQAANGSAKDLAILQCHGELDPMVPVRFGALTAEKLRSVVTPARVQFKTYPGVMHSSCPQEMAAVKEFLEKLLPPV
PAFAH2 FP inh: PAFAH2 enzyme inhibitors, primary screen, biochemical, fluorescence polarization, human | inhibition, % at 3.39 µM | recombinant PAFAH2, FP-rhodamine activity probe | Platelet-activating factor acetylhydrolase 2, cytoplasmic (Homo sapiens), Q99487 | 0.99% of 340,000 active | AID 492956, 2010;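 active = inhibition above the mean over all tested compounds plus 3 SD, cut at about 30% in these data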;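 note: inhibitors block probe labeling of enzyme so polarization drops; 0% = enzyme with DMSO and 100% = wells lacking PAFAH2 protein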
PAFAH1B2 inh: PAFAH1B2 enzyme inhibitors, primary screen, biochemical, fluorescence polarization, human. Platelet-activating factor acetylhydrolase IB subunit alpha2 (Homo sapiens), P68402. recombinant PAFAH1B2, FP-rhodamine activity probe. inhibition, % at 3.39 µM. 1.2% of 340,000 active;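 active = inhibition above the mean of all tested compounds plus 3 SD, cut at about 24% in these data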;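 note: 0% = enzyme with DMSO and 100% = wells lacking PAFAH1B2; many of its hits are not listed in these tables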
LYPLA1 counter: LYPLA1 inhibitors, primary screen, counter-screen for PME1 inhibitor project, biochemical, fluorescence polarization, FP-Rh probe ABPP. inhibition, % at 5.9 µM. 0.16% of 320,000 active. Acyl-protein thioesterase 1 (Homo sapiens), O75608. recombinant LYPLA1;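 active = inhibition above the mean of all tested compounds plus 3 SD, set per campaign, cut at about 14% in these data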;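 note: inhibitors block serine hydrolase probe labeling of LYPLA1 so polarization falls; 0% = enzyme with DMSO and 100% = wells lacking LYPLA1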
Target sequence (O75608 whole entry, looked up): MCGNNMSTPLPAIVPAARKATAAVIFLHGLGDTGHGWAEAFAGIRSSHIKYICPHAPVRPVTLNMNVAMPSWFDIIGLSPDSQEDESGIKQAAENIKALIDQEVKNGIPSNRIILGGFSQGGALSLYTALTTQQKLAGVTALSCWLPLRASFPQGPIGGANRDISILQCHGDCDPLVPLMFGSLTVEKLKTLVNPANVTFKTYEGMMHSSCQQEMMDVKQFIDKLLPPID
* marks the source's active call; other numbers are inactive results; . = not tested or not shown. The list is partial; rates above refer to the full screens.

SMILES	EBNA-1 inhibitor	PREPL inh	ZTA counter	PAFAH1B3 inh	pPAFAH FP inh	LYPLA2 inh	PAFAH2 FP inh	PAFAH1B2 inh	LYPLA1 counter
Cc1ccccc1CC(=O)NCCN1CCCCC1	-2	-1	4	2	6	1	-6	2	-3
CC1C(=O)NN=C1C(=O)N/N=C/c1ccco1 (stereo not given)	-11	8	-8	4	-2	-2	3	3	0
Cc1ccc(S(=O)(=O)N2CCCCC2)cc1NC(=O)c1cc(=O)[nH]c2ccccc12	.	4	-7	6	2	-4	0	1	-3
CC(C)(C)OC(=O)N1CC2Cc3[nH]c(=O)ccc3C(C2)C1 (stereo not given)	14	1	7	11	3	-6	-3	-3	-3
COc1ccc([C@H]2CC(=O)C=C(c3ccc4c(c3)OCCO4)C2)cc1	.	-16	-1	4	-3	13	2	0	3
O=C(COc1ccc(Cl)cc1)N/N=C/c1cccc2cccnc12	-5	20	7	3	-2	-3	1	3	-2
O=C(c1ccccc1)N1N=C(c2ccccc2)CC1c1cccs1 (stereo not given)	-9	4	-14	11	8	-3	1	4	2
Oc1ccc(/C=N/NC(=S)Nc2cccnc2)c(O)c1	-8	15	1	-2	-4	1	23	10	-1
Cc1cccc(C(=O)NCC(=O)N2CCC2)c1	.	17	-28	-2	4	7	-5	0	4
COc1cc2c(cc1OC)CN(C(=O)/C=C/c1cc(OC)c(OC)c(OC)c1)CC2	-14	12	-3	30*	-4	-4	25	18	-1
O=C(CSC1=NCCN1)NC1CCCCCC1	2	1	-1	1	5	7	2	7	5
O=C(c1ccc(Cl)cc1Cl)c1ncc(C(F)(F)F)cc1Cl	-4	0	10	0	-1	1	1	1	1
Cc1ccc(NC(=S)Nc2ccc(OC(F)F)c(Cl)c2)cc1Cl	6	6	-8	-5	-3	-19	-37	-3	-12
CCn1c(=O)c(C(=O)CN2CCN(S(=O)(=O)c3cc(C)ccc3C)CC2)c(N)n(Cc2ccccc2)c1=O	-4	1	-26	1	11	8	-9	1	1
COc1ccc(S(=O)(=O)N2CCC(C(=O)NCc3ccc(C)cc3)CC2)cc1	4	-8	-3	13	1	-3	-8	1	1
O=C(C[C@H]1C/C=C\C[C@H](Cc2ccc(F)cc2)C(=O)O[C@@H](c2ccccc2)CNC1=O)N[C@H](CO)Cc1ccccc1	.	23	.	-9	2	.	-5	11	.
COc1ccc(/C=N/NC(=O)c2cc(C3CC3)[nH]n2)cc1OC	-6	5	4	5	5	0	4	2	1
O=C(NCc1ccco1)c1ccc(CNc2c(N3CCCCC3)c(=O)c2=O)cc1	8	24	5	7	3	0	16	-5	2
CCN1CCN(C(=S)c2ccc(OC)cc2)CC1	2	-9	-4	9	1	5	0	3	-1
Cc1c(-c2nc(N)nc(Nc3ccccc3)n2)oc2ccccc12	-14	2	-2	-1	-5	-26	-8	-3	-16
Cc1ccc(C(O)P(=O)(OC2CCCCC2)OC2CCCCC2)cc1 (stereo not given)	-5	21	-20	1	7	5	0	5	0
CCCC(=O)NNC(=O)CCC(=O)NCc1ccccc1	4	4	-1	13	-1	-1	-1	4	-8
c1ccc(CCNc2nc3ccccc3n3nnnc23)cc1	1	-5	-6	0	2	-8	1	0	0
O=C(CN1C(=O)c2ccccc2S1(=O)=O)NCc1ccco1	0	0	9	4	3	-4	2	2	0
COc1cc2sc(-c3ccc(S(C)(=O)=O)cc3)c(C(=O)NCCCCO)c2cc1OC	.	9	.	4	2	.	4	3	.
CCN(CC)S(=O)(=O)c1ccc2c(c1)c(=O)c(C(=O)NCc1ccco1)cn2C	1	2	2	0	2	7	-7	1	1
COc1ccc(OC)c(NC(=O)c2cc(-c3cc(C)c(C)cc3O)n[nH]2)c1	9	10	15	5	0	-6	-4	4	-2
CC(=O)Nc1ccc(S(=O)(=O)NC2(C(F)(F)F)C(=O)Nc3c2c(=O)[nH]c(=O)n3C)cc1 (stereo not given)	3	2	12	-6	2	5	-4	1	1
COc1ccc2[nH]c(=O)c(C(c3nnnn3C(C)(C)C)N(Cc3ccco3)CC3CCCO3)cc2c1 (stereo not given)	-3	17	2	-1	-4	1	7	6	0
O=C(c1ccc(Cl)cc1)c1oc2ccccc2c1CS(=O)c1ccccc1 (stereo not given)	-2	-1	-1	5	3	-1	-2	6	-5
COc1ccc(CCNC(=O)C(CC(C)C)NC(N)=O)cc1 (stereo not given)	1	3	-8	9	2	-6	1	-1	-6
CCOc1ccccc1C(=S)NC1CCCCC1	-1	6	18	4	-2	-3	3	0	1
Cc1cc2oc(=O)cc(Cn3ccnc3)c2cc1C	-11	-29	-9	6	2	4	14	5	1
COc1cc([C@H]2OC[C@H]3[C@@H]2CO[C@H]3c2ccc(O)c(OC)c2)ccc1O	.	0	.	9	3	.	3	-1	.
C=C1C(C(=O)Nc2ccc(F)cc2)C1C(=O)Nc1ccc(F)cc1 (stereo not given)	-10	4	0	-2	0	5	2	-1	0
CCOC(=O)c1ccc(N2C(=O)C=CC2=O)cc1	8	2	0	7	6	6	-11	0	-1
Cc1noc(C)c1C(=O)N1CCCc2ccccc21	6	0	15	2	2	4	10	5	2
O=C(NCc1ccccc1)C1CCCN(S(=O)(=O)c2ccc(Br)cc2)C1 (stereo not given)	9	18	-2	10	2	6	-4	23	2
COc1cccc(OC)c1C(=O)NC(C)C12CC3CC(CC(C3)C1)C2 (stereo not given)	-1	11	-7	14	9	1	19	10	-4
O=C(NCc1cccnc1)c1ccc(COc2ccc(Cl)cc2Cl)o1	-8	-30	-2	5	10	-5	2	1	-2
COc1cc(OC)c(OC)cc1/C=N/n1c(-c2n[nH]c3c2CCC3)n[nH]c1=S	-4	7	2	-1	-3	-2	0	1	-1
COc1ccc(-c2cc(=Nc3c(C)n(C)n(-c4ccccc4)c3=O)c3ccccc3o2)cc1	0	-16	-11	5	3	1	4	-3	3
CC1CCN(c2cc(N)c(Cl)cc2[N+](=O)[O-])CC1	-2	-14	10	7	3	4	4	4	4
C=CCC[C@H](Cc1ccc(F)cc1)C(=O)OC[C@H](Cc1c[nH]c2ccccc12)NC(=O)[C@H](CC=C)CC(=O)NCCO	.	30	.	12	16	.	-6	2	.
Cn1cc(CCNCc2cn[nH]c2-c2ccc(-c3ccccc3)cc2)cn1	-9	-25	-10	0	8	10	-9	-5	1
CC(NC(=O)Cc1ccc(F)cc1)C(c1cccs1)N1CCN(C)CC1 (stereo not given)	2	-28	0	1	0	3	0	-2	3
Cc1cccc(-n2c(C)cc(C=C(C#N)C#N)c2C)c1	5	1	6	7	2	-6	8	5	0
O=C(COC(=O)c1ccc(O)cc1)NC(=O)NCc1ccccc1	.	0	6	8	4	2	11	5	0
COc1ccc(CNC(=O)COC(=O)c2ccc3ncsc3c2)cc1OC	.	-5	-2	-1	3	0	2	4	-2
Cc1occc1C(=O)N(Cc1nc(-c2ccccc2)no1)C(C)C	0	4	-2	1	4	-9	1	6	1
O=C1c2ccccc2C(=O)N1CC1=NCCc2ccccc21	-2	-2	-6	12	3	0	-6	6	0
CCc1nnc(NC(=O)CC(C)c2ccccc2)s1 (stereo not given)	-3	1	-3	4	3	-2	7	8	-2
Cc1ccc(-c2nnc(OCc3nc4ccccc4n3C)c3ccccc23)cc1	13	-10	4	-2	2	0	-1	1	-2
Cc1ccc(CC2S/C(=N/c3ccccn3)NC2=O)cc1 (stereo not given)	6	-7	-6	3	3	1	2	3	-1
COc1ccc(OCc2cc(C(=O)N3CCN(CC(=O)N(C)C)CC3)no2)c(Cl)c1	-11	15	3	5	-2	5	4	-1	-4
CC1CCN(C(=O)COC(=O)CCc2c[nH]c3ccccc23)CC1	5	1	11	7	14	-2	11	-3	-3
O=C(CNC(=O)OCc1ccccc1)NC1CCCCNC1=O (stereo not given)	6	-3	-10	3	2	-3	-3	11	-3
COc1ccccc1NC(=O)COC(=O)CCc1ccc(S(=O)(=O)N2CCOCC2)cc1	.	4	13	-2	11	1	11	3	-2
Nc1nnc(CSCc2ccc(F)cc2)s1	0	4	-20	2	6	-1	6	3	-1
C/C(=N\N1CCN(Cc2ccccc2)CC1)c1ccco1	10	-1	2	6	-4	-1	-8	1	0

(further entries)
SMILES	EBNA-1 inhibitor	PREPL inh	ZTA counter	PAFAH1B3 inh	pPAFAH FP inh	LYPLA2 inh	PAFAH2 FP inh	PAFAH1B2 inh	LYPLA1 counter
CCn1c(C)nc2cc(C(=O)NNC(=O)Nc3ccc(Cl)cc3)ccc21	4	-11	-14	-1	1	-7	1	0	-4
C=C(C)C1CC=C(C)/C(=N\NC(=O)CNc2ccccc2OC)C1 (stereo not given)	-7	1	7	1	-2	-7	0	7	-1
O=C(Nc1cc(Cl)cc(Cl)c1)c1coc(=O)c(Br)c1	-2	-4	7	1	5	-4	9	9	3
COc1ccccc1C(=O)N1C(CC(=O)Nc2ccccc2C)C(=O)NC2CCCCC21 (stereo not given)	0	3	-3	8	2	-3	4	4	1
CC(NC(=O)C1CCCCC1)C(c1cccs1)N1CCN(C)CC1 (stereo not given)	4	1	-1	-2	3	0	5	5	-1
CCN(CC)S(=O)(=O)c1cccc(C(=O)OCC(=O)c2ccc3c(c2)NC(=O)CO3)c1	2	1	3	2	1	4	1	-2	-4
COc1ccccc1NC(=O)CSCC(=O)N1c2ccccc2CCc2ccccc21	-4	-2	-13	2	1	4	6	2	-4
COCCCNCCCCOc1ccc(C)cc1[N+](=O)[O-]	-2	-1	-4	5	2	3	1	0	-2
Cc1[nH]c2ccccc2c1C(=O)COC(=O)C1CCC(=O)N1 (stereo not given)	-1	17	11	3	6	0	0	4	0
CCc1ccc(NC(=O)c2cc(C)nn2-c2ccccc2)cc1	7	19	-1	11	-1	7	0	4	-4
CCn1c(SCC(=O)NC2CCCc3ccccc32)nnc1-c1cccs1 (stereo not given)	-4	-12	18	-1	4	-1	-1	5	-2
O=C(O)c1[nH]c2ccccc2c1CC(=O)N1CCOCC1	-1	6	-10	5	-4	7	6	5	7
CCc1ccc(OC(C)C(=O)N(Cc2ccco2)C2CCS(=O)(=O)C2)cc1 (stereo not given)	-3	-6	-4	2	-1	1	-10	1	-1
Cc1cccc(NC(=O)c2ccc(NCC3CCCO3)c([N+](=O)[O-])c2)c1 (stereo not given)	1	8	4	7	0	-1	-5	-4	-6
COc1ccc(NC(=O)C(C)N2C(=O)c3ccccc3C2=O)c(OC)c1 (stereo not given)	-2	-6	-11	.	3	2	.	.	2
O=C(Nc1ccc2c(c1)CN(Cc1ccccc1O)CC2)C1CCCO1 (stereo not given)	-11	-5	5	6	0	0	-2	2	-1

Part of the list above, set out differently.
| Compound | EBNA-1 inhibitor | PREPL inh | ZTA counter | PAFAH1B3 inh | pPAFAH FP inh | LYPLA2 inh | PAFAH2 FP inh | PAFAH1B2 inh | LYPLA1 counter |
| --- | --- | --- | --- | --- | --- | --- | --- | --- | --- |
| CCc1ccc(OC(C)C(=O)N(Cc2ccco2)C2CCS(=O)(=O)C2)cc1 (stereo not given) | -3 | -6 | -4 | 2 | -1 | 1 | -10 | 1 | -1 |
| COc1ccc(NC(=O)C(C)N2C(=O)c3ccccc3C2=O)c(OC)c1 (stereo not given) | -2 | -6 | -11 | . | 3 | 2 | . | . | 2 |
| Cc1cccc(NC(=O)c2ccc(NCC3CCCO3)c([N+](=O)[O-])c2)c1 (stereo not given) | 1 | 8 | 4 | 7 | 0 | -1 | -5 | -4 | -6 |
| O=C(Nc1ccc2c(c1)CN(Cc1ccccc1O)CC2)C1CCCO1 (stereo not given) | -11 | -5 | 5 | 6 | 0 | 0 | -2 | 2 | -1 |

Screening data from PubChem BioAssay.
